DUSP3 inh = VHR1 phosphatase inhibitors, primary screen, biochemical, absorbance, uHTS | Dual specificity protein phosphatase 3 (Homo sapiens), P51452 | recombinant VHR phosphatase, pNPP absorbance | inhibition, % at 13.3 µM | 290,000 tested, 0.52% active | AID 1654, 2009; in the data active = inhibition above about 50%; also: some compounds called inactive have numbers as strong as hits
Target sequence (P51452 whole entry, looked up): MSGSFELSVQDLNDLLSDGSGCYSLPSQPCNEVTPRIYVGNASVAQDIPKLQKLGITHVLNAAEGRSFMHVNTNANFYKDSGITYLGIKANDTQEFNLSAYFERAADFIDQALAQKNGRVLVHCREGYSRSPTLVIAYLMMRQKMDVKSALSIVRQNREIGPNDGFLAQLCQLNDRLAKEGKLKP
BoNT A protease = BoNT/A light chain protease inhibitors, primary screen, biochemical, flow cytometry, MLPCN library; multiplex microsphere protease substrate cleavage; inhibition, % at 10 µM; 360,000 tested, 0.17% active; Botulinum neurotoxin type A light chain protease (Clostridium botulinum A str. ATCC 3502); also: plate controls were buffer without enzyme for full effect and enzyme alone for no effect
Anthrax LF inh2 = Bacillus anthracis LF protease inhibitors, primary screen, biochemical, multiplex microsphere, MLPCN library; inhibition, % at 10 µM; Lethal factor (Bacillus anthracis), P15917; 360,000 tested, 0.12% active; multiplex microsphere protease cleavage assay; also: plate controls were buffer without enzyme for full effect and enzyme alone for no effect
Target sequence (P15917 whole entry, looked up): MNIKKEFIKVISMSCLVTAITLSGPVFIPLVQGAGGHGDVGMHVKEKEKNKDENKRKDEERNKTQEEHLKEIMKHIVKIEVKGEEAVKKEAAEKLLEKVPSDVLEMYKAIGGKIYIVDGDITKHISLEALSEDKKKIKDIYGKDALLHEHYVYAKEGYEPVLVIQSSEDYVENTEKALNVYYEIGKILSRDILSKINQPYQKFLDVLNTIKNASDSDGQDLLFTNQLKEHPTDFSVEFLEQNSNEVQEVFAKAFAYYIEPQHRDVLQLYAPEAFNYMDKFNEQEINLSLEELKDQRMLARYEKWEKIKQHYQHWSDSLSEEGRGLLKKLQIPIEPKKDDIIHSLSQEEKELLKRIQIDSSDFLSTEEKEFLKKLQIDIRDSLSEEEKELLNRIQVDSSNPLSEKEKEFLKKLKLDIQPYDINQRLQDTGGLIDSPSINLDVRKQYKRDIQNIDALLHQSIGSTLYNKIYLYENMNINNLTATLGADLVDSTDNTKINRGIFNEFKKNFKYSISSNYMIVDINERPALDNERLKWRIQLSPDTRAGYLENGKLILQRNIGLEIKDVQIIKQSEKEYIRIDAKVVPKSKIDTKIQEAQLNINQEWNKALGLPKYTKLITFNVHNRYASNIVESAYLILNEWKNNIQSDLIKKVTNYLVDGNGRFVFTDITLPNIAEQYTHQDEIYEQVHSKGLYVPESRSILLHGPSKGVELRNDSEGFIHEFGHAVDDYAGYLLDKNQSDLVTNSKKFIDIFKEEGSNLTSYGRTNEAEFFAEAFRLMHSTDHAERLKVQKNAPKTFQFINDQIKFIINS
PfHsp40 rescue = rescue of yeast from PfHsp40 toxicity, primary screen, S. cerevisiae, ATP luminescence. growth rescue, % at 12.5 µM. 340,000 tested, 0.68% active. AID 504582, 2011. S. cerevisiae expressing PfHsp40, growth rescue; in the data active = growth rescue above about 28%, passing the limit was not always enough; inconclusive = no clear call, values can overlap the other calls;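 also: yeast W303a lacking pdr1 and pdr3 grown in galactose medium; growth measured after three days at 30 °C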
SSB-PriA inh = inhibitors of Klebsiella pneumoniae PriA binding to SSB C-terminal tail, primary screen, biochemical, AlphaScreen; AlphaScreen SSBct-PriA binding, biotinylated peptide; PriA–SSB C-terminal tail interaction (Klebsiella pneumoniae); 430,000 tested, 0.6% active; inhibition, % at 33 µM; in the data active = inhibition mostly above about 37%, no sharp cut-off; inactive = mostly below about 20%;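 also: plate controls were negative control peptide for no effect and reference peptide for full effect; strong numbers were not always called active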
BH1578 lux ind = inducers of Vibrio cholerae quorum light production without autoinducers, primary screen, BH1578 luxS cqsA deficient, single point; activation, % at 18.7 µM; 350,000 tested, 0.16% active; V. cholerae BH1578 lux reporter, luminescence, 6 h; in the data active = activation mostly above about 9.7%, no sharp cut-off; inconclusive = no clear call, values can overlap the other calls; inactive = mostly below about 3.7%; also: not every result past the cut was called active; inactives centre near 0; reference of the scale not given here
3CLpro inhibitor = SARS-CoV 3CLpro protease inhibitors, primary screen, biochemical, quenched FRET; Replicase polyprotein 1ab (Severe acute respiratory syndrome coronavirus), P0C6X7; 290,000 tested, 0.14% active; inhibition, % at 6 µM; recombinant SARS-CoV 3CLpro, quenched FRET peptide cleavage; AID 1706, 2009; in the data active = inhibition above about 12%
TcdB GH inh = TcdB glycohydrolase inhibitors, primary screen, biochemical, single point, plate reader; 350,000 tested, 0.24% active; Toxin B (Clostridioides difficile), P18177; inhibition, % at 9.99 µM; TcdB glycohydrolase enzymatic assay; in the data active = inhibition above about 10%
Yp Topo-I inh = Yersinia pestis topoisomerase I inhibitors, primary screen, biochemical, cleavage product accumulation, plate reader, single point; DNA topoisomerase I (Yersinia pestis CO92); Y. pestis Topo-I cleavage product accumulation; activity, % at 10 µM; 360,000 tested, 0.064% active; AID 504884, 2011; in the data active = activity above about 50%, passing the limit was not always enough; inconclusive = no clear call, values can overlap the other calls; also: inactives centre near 2
CCHF vOTU inh = CCHFV vOTU protease inhibitors, primary screen, biochemical, Pep-AMC substrate, fluorescence | Crimean-Congo hemorrhagic fever virus L polyprotein viral ovarian tumor (vOTU) protease … | 370,000 tested, 0.55% active | inhibition, % at 11.5 µM; in the data active = inhibition above about 30%; also: 0% = vehicle wells with enzyme and 100% = no enzyme wells
Active calls of the source: *; i = inactive; u = inconclusive; x = no result given; & = joins results of further samples. Rule as the data show it, unless noted: active = inhibition above about 30%; inconclusive = no clear call, values can overlap the other calls; inactive = below that.

Results follow in this order: DUSP3 inh	BoNT A protease	Anthrax LF inh2	PfHsp40 rescue	SSB-PriA inh	BH1578 lux ind	3CLpro inhibitor	TcdB GH inh	Yp Topo-I inh	CCHF vOTU inh
O=S(=O)(C/C(=C/CO)S(=O)(=O)c1ccccc1)c1ccccc1
  14	5.8	-1	-1.1	-15	-0.3	2	x	9	10
O=C(CN(Cc1ccccc1Cl)C(=O)c1csnn1)NCc1ccc(F)cc1
  22	0.2	4	0.5	-13	-0.4	2	2.0	11	4
C[C@]12CCC3C(CC[C@H]4C[C@H](O)CC[C@]34C)C1CC(=O)[C@@H]2O (stereo not given in full)
  x	0.1	0	-0.5	-4	1.2	x	0.9	-2	-5
CC1CCN(C(=O)CN(CCc2ccccc2)S(C)(=O)=O)CC1
  14	-1.4	-6	0.6	-10	-0.4	4	x	9	-16
Cc1cnc(C(=O)OCC(=O)Nc2cccc(Cl)c2)cn1
  10	0.5	0	-1.5	-6	i	-5	x	2	3
COc1ccc(/C=C/C(=O)N2CCCC2)cc1OC
  24	-0.1	0	-0.1	-9	-0.4	-1	-7.1	30	2
COc1ccccc1NC(=S)NCc1cccnc1
  -8	0.2	0	-0.1	-18	0.0	-6	-1.7	-8	-3
COc1ccc(C2C=C(C34CC5CC(CC(C5)C3)C4)NC(=S)N2)cc1 (stereo not given)
  8	-0.5	-1	6.4	23	i	1	x	28	5
c1ccc(C2(CN3CCNC[C@H]3Cc3cccc4ccccc34)CC2)cc1
  x	1.6	12	-0.5	17	-0.3	x	0.6	3	10
O=C(/C=C/c1cccc(Cl)c1)Nc1ncccn1
  0	-1.3	0	-1.5	-7	-0.3	0	x	1	-1
O=C(CSc1nc2c(cnn2-c2ccccc2)c(=O)[nH]1)N1CCOCC1
  14	-0.7	0	4.1	-20	-1.4	0	x	-8	2
CC(=O)c1ccc(N2CCN(C(=S)Nc3ccccc3C(F)(F)F)CC2)cc1
  5	-1.5	-5	0.9	-9	-0.3	2	-6.9	13	12
c1ccc(N2CCN(Cc3cnc(N4CCOCC4)s3)CC2)cc1
  13	-0.6	-5	-0.2	0	i	3	-1.4	-10	3
CC(C)NC(=O)c1n[nH]c(=O)c2ccccc12
  34	0.1	-1	0.1	-5	i	0	x	3	3
C[C@@H]1CN([C@@H](C)CO)C(=O)c2cc(C#Cc3ccccc3)cnc2O[C@@H]1CN(C)Cc1ccccn1
  x	-0.1	-4	x	x	1.1	x	1.2&-0.1&0.1	8	-4
Cc1ccc(CNS(=O)(=O)c2cc3c(cc2C)N(C)CCO3)cc1
  45	-0.4	-2	1.2	20	-1.2	1	1.5	24	10
CCNc1nc(NCC)nc(N/N=C(\C)c2ccc(OC)cc2)n1
  33	-0.3	-5	-0.6	x	-0.2	1	-3.5	5	2
O=C(Cc1cccs1)NCc1cccc(Br)c1
  40	-2.4	-10	1.4	-9	i	-3	-0.7	3	-5
COc1ccc2sc(-c3ccc(SC)cc3)c(/C=C/c3ccc(OC)c(OC)c3)c2c1
  x	0.1	7	-1.4	-3	0.7	x	x	-10	-14
COC(=O)c1cc(C(=O)OC)cc(N2C(=O)CC(Sc3nc(C)cc(C)n3)C2=O)c1 (stereo not given)
  -18	0.6	-6	0.5	-21	x	-5	x	-8	0
CN(C)CCCn1c(SCC(=O)N2c3ccccc3Sc3ccccc32)nc2ccccc2c1=O
  18	0.3	2	1.7	-9	-0.3	1	1.4	9	1
Nc1nc(CN2CCN(c3ccc(F)cc3)CC2)nc(N2CCCc3ccccc32)n1
  14	5.1	-7	1.0	7	-0.6	-1	x	8	-2
c1ccc2c(c1)ccc1[nH]c3c(c12)CCCC3
  x	-0.7	-10	-0.1	-24	i	x	-1.3	-20	-19
CN1C2CCC1CC(OC(c1ccccc1)c1ccccc1N)C2 (stereo not given)
  x	-1.2	-5	0.1	2	i	x	1.9	-8	-4
COc1ccc(C(=O)N/C(=C\c2ccco2)C(=O)NCCCn2ccnc2)cc1
  -18	1.1	0	0.5	-1	-0.2	1	-0.7	-1	-13
Cc1[nH][nH]c(=O)c1C(c1ccc(-c2ccc(C(=O)O)cc2)o1)c1c(C)[nH][nH]c1=O
  34	-0.9	0	0.4	-15	0.1	3	-6.2	11	26
Cc1cc(C)n2nc(C(=O)NNC(=O)c3ccc(Cl)cc3)nc2n1
  -1	-0.8	-1	-0.7	-21	-2.3	-5	1.5	0	-2
CC(C)CC(=O)Nc1ccc(Oc2ccc(NC(=O)CC(C)C)cc2)cc1
  14	1.0	0	-0.8	-10	1.2	0	x	-8	-5
O=C(NNc1ccccc1F)c1ccccc1
  1	x	x	-0.4	1	i	0	-6.5	-7	-1
CCN1CCN(c2ccc(NC(=O)c3cc4ccccc4cc3OC)cc2C)CC1
  x	0.3	-13	0.9	5	i	x	1.6	-3	5
COc1cc(/C=C2\SC(=Nc3c(C)n(C)n(-c4ccccc4)c3=O)NC2=O)ccc1O
  11	-0.8	-6	0.7	-4	-0.6	9	-4.9	3	4
Cc1ccnc(NC(=O)c2ccc(Cl)s2)c1
  11	1.6	-5	1.0	-15	-11	-1	x	1	x
COc1ccccc1N1CCN(C(=O)c2ccc(Br)s2)CC1
  15	-0.2	-3	1.7	-5	-0.4	4	x	17	0
Cc1cccc(CN2CCN(CC(=O)NCCCN3CCN(c4ccc(F)cc4)CC3)C2=O)c1
  42	-1.6	-5	-0.5	20	-2.8	-1	x	23	-14
O=C(N/N=C/c1ccc(Cl)cc1)Nc1ccccc1
  23	0.6	-1	-1.2	x	i	-3	x	2	-3
O=C(c1ccc(N2CCCCC2)c([N+](=O)[O-])c1)N1CCC2(CC1)OCCO2
  7	0.8	1	0.9	4	-0.3	-4	1.7	8	15
O=C(/C=C/c1cccs1)Nc1ccc(N2CCOCC2)c(S(=O)(=O)Nc2cc(Cl)ccc2Cl)c1
  -2	0.7	2	-0.4	4	i	0	x	-7	-2
COC(=O)C1=C(C)N(C)C(C)=C(C(=O)OC)C1c1ccc(Cl)cc1
  9	-2.1	-11	-0.3	-8	i	-1	x	15	-3
COc1ccc(C(=O)N/N=C/c2sc(N3CCOCC3)nc2-c2ccccc2)cc1OC
  14	20	10	0.9	x	-1.4	0	7.8	-4	-16
S=c1nc(-c2ccccc2)n(-c2ccccc2)[nH]1
  26	-0.6	2	-4.2	-8	1.6	4	0.1	-4	6
CCCCCCCCN1C(=O)[C@H](CC(=O)N2CCCCC2)C[C@@]2(C(=O)OCC)CCCC=C12
  x	-0.3	-4	x	x	x	x	0.9	x	28
CC(C)(C)C1CCC(=NNC(=O)c2ccco2)CC1 (stereo not given)
  -8	1.2	-2	0.1	5	-1.6	3	0.8	9	20
O=C1CN(C(=O)c2ccccc2F)C(c2ccc(F)cc2)c2cc(F)ccc2N1 (stereo not given)
  -26	-6.6	-3	0.1	0	i	1	-0.1	6	-9
COC(=O)c1ccc(C2NC(=O)NC(C)=C2C(=O)N(C)C)cc1 (stereo not given)
  37	0.1	0	u	-45	-3.1	-2	x	5	8
CC(C)(C)c1cc[n+](CC(=O)Nc2cc(C(F)(F)F)ccc2N2CCOCC2)cc1
  22	-0.2	-6	1.0	14	1.6	-3	2.8	-2	2
CCN(C(=O)COC(=O)c1ccc(=O)n(Cc2ccccc2)n1)C1CCS(=O)(=O)C1 (stereo not given)
  x	0.2	-2	-0.5	-14	i	x	1.1	-5	-5
Cc1ccc(S(=O)(=O)N2CCCC2CNC(=O)C(=O)Nc2ccc(F)cc2F)cc1 (stereo not given)
  x	-5.2	-4	0.0	-10	i	x	0.9	14	7
N#Cc1ccccc1NC(=O)c1ccc2c(c1)OCO2
  5	0.7	1	-0.6	-10	i	4	0.5	1	0
Cc1cc(Nc2ccc(C)c(C)c2)n2ncnc2n1
  x	-0.8	-4	x	x	-5.6	x	1.0	2	11
Oc1ccc(C[C@H]2CNCCN2CC2CCCCC2)cc1
  x	-0.1	-5	-0.4	3	-2.2	x	0.8	11	2
CC1(C)CC(=O)c2sc(NC(=O)C(C)(C)C)nc2C1
  26	0.1	0	-1.3	-11	-1.5	1	2.0	0	0
C[C@@]12C(=O)Nc3ccc(Cl)cc3C(=O)N1[C@H]1c3ccccc3OC[C@@H]1[C@@H]2c1ccccc1
  x	-0.2	-8	118*	-11	-0.8	x	x	21	x
Cc1nnc(NC(=O)CN2CCN(Cc3ccccc3)CC2)s1
  -8	4.9	-2	-0.5	-7	0.0	3	-0.7	-3	-5
COCCN1CCc2[nH]c(=S)[nH]c(=O)c2C1
  16	-1.2	-3	-0.2	-2&-8	-0.3	-5	x	-5	-15
Cc1sc2ncnc(N3CCC(C(=O)NNC(=O)COc4cccc(C(F)(F)F)c4)CC3)c2c1C
  x	-1.2	-4	x	-13	-0.7	x	1.1	13	5
CCOC(=O)c1c(NC(=O)CN2C(=O)NC(C)(c3ccc(Cl)cc3)C2=O)sc(C(=O)NC)c1C (stereo not given)
  3	-1.6	-1	1.9	-17	-0.3	-2	x	20	-12
Cc1cccc(C(=O)Oc2ccccc2-c2nnco2)c1
  25	-0.2	-7	0.2	-26	x	6	x	2	5
O=C(CSCC(=O)OCn1nnc2ccccc2c1=O)Nc1ccc(Cl)cc1
  14	0.3	-2	0.3	-11	-2.2	-1	x	-1	-3

Given as a markdown table: part of the list above.
| structure | DUSP3 inh | BoNT A protease | Anthrax LF inh2 | PfHsp40 rescue | SSB-PriA inh | BH1578 lux ind | 3CLpro inhibitor | TcdB GH inh | Yp Topo-I inh | CCHF vOTU inh |
| --- | --- | --- | --- | --- | --- | --- | --- | --- | --- | --- |
| COCCN1CCc2[nH]c(=S)[nH]c(=O)c2C1 | 16 | -1.2 | -3 | -0.2 | -2&-8 | -0.3 | -5 | x | -5 | -15 |
| C[C@@]12C(=O)Nc3ccc(Cl)cc3C(=O)N1[C@H]1c3ccccc3OC[C@@H]1[C@@H]2c1ccccc1 | x | -0.2 | -8 | 118* | -11 | -0.8 | x | x | 21 | x |
| CCOC(=O)c1c(NC(=O)CN2C(=O)NC(C)(c3ccc(Cl)cc3)C2=O)sc(C(=O)NC)c1C (stereo not given) | 3 | -1.6 | -1 | 1.9 | -17 | -0.3 | -2 | x | 20 | -12 |
| Cc1ccc(S(=O)(=O)N2CCCC2CNC(=O)C(=O)Nc2ccc(F)cc2F)cc1 (stereo not given) | x | -5.2 | -4 | 0.0 | -10 | i | x | 0.9 | 14 | 7 |
| Oc1ccc(C[C@H]2CNCCN2CC2CCCCC2)cc1 | x | -0.1 | -5 | -0.4 | 3 | -2.2 | x | 0.8 | 11 | 2 |
| CC1(C)CC(=O)c2sc(NC(=O)C(C)(C)C)nc2C1 | 26 | 0.1 | 0 | -1.3 | -11 | -1.5 | 1 | 2.0 | 0 | 0 |
| O=C(CSCC(=O)OCn1nnc2ccccc2c1=O)Nc1ccc(Cl)cc1 | 14 | 0.3 | -2 | 0.3 | -11 | -2.2 | -1 | x | -1 | -3 |

Only part of the results is shown; rates above refer to the full screens.
